# PfG6PD inh = PfG6PD (Plasmodium falciparum) enzyme inhibition; PfGluPho enzyme, NADPH resazurin-diaphorase fluorescence; inhibition, % at 20 µM; 350,000 tested, 0.78% active; AID 504690;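 active = inhibition reaching at least a set limit at 20 µM in the primary screen, cut at about 59% in these data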;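 also: 0% = DMSO wells with substrate and 100% = DMSO wells lacking glucose-6-phosphate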
# SENP6 inh = blocks the human protease SENP6. 330,000 tested, 1.8% active. Recombinant SENP6 catalytic domain, aminoluciferin luminescence. Q9GZR1. inhibition, % at 10 µM;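 active = inhibition above about 50% at the single tested dose, limit read from the data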;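 also: plate controls were DMSO wells with enzyme for no effect and DMSO wells lacking enzyme for full effect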
# ATG4B inh = inhibitors of human ATG4B cysteine protease. Q9Y4P1. ATG4B cleavage of LC3-PLA2, NBD-HPC fluorescence, 1 h. inhibition, % at 8.33 µM. 340,000 tested, 0.51% active. AID 504462; in the data active = inhibition above about 40%
# NR3A LBD binder = modulates the human NR3A ligand-binding domain; NR3A LBD differential scanning fluorimetry, Tm shift; 0% = protein alone, 100% = glycine-bound protein; Tm shift relative to glycine control, % at 25 µM; 340,000 tested, 2.5% active; AID 1259313;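 active = melting temperature shift of at least 10% of the positive control shift, at one fixed dose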
# SENP8 block = blocks human SENP8 cleavage of Nedd8 substrate | Q96LD8 | 360,000 tested, 0.64% active | AID 602440 | recombinant SENP8, Nedd8 substrate fluorescence | inhibition, % at 20 µM; in the data active = inhibition mostly above about 40%, no sharp cut-off; inactive = mostly below about 27%
# Target sequence (Q96LD8 whole entry, looked up): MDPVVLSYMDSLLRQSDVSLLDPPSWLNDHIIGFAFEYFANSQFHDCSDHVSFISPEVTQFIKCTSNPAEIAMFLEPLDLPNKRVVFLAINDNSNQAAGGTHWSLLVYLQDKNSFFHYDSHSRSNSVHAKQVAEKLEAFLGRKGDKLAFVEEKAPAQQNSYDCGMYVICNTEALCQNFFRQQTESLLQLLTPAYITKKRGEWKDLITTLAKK
# MPTP inh = inhibitors of mitochondrial permeability transition pore. 360,000 tested, 1.4% active. inhibition, % at 10 µM. AID 602449. isolated mouse mitochondria, Ca2+ swelling absorbance, 30 min;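 active = inhibition of 50% or more, scaled per plate between neutral and stimulator controls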;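 also: 0% = DMSO wells given calcium and 100% = 1 mM EGTA wells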
# SENP1 FRET inh = SENP1 (human) catalytic domain inhibition | Q9P0U3 | recombinant SENP1 catalytic domain, CyPet-SUMO1-YPet FRET cleavage | 360,000 tested, 0.21% active | AID 624204 | inhibition, % at 10 µM;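 active = inhibition at least 30% at 10 µM, raw YFP signal under a set limit, fluorescence ratio 0.5 to 1.5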;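 also: 0% = enzyme with DMSO and 100% = no enzyme wells; some results filed as inactive read as strong as hits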
# Target sequence (Q9P0U3 419-644 limits assumed): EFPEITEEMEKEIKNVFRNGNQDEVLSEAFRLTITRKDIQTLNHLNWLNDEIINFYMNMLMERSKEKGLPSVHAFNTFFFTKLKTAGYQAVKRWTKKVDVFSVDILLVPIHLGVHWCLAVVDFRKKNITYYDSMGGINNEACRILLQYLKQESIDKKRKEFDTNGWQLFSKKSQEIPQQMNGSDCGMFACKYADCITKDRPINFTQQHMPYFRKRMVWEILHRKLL
#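 system = hSENP1 catalytic domain, recombinant | reagent = SFCypet-SUMO1-SFYpet substrate at 25 nM | doses = one dose per compound, 10 µM, 0.5% DMSO | incubation = enzyme reaction for 50 min at room temperature, dark | measured by = FRET, CFP and YFP emission | controls = no-enzyme low, enzyme-DMSO high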
# hIAP act = human IAP activation; purified human IAP, CDP-Star luminescence, 30 min; active compounds read high; 1 = vehicle-only enzyme, 0 = enzyme-free background; activation factor at 10 µM; AID 2524; 330,000 tested, 0.16% active; P09923;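 active = activation factor of the enzyme at least 2-fold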; also: the source names both 10 and 20 µM as test concentration; values of inactives mirror those of a sister screen read the other way
# Target sequence (P09923 whole entry, looked up): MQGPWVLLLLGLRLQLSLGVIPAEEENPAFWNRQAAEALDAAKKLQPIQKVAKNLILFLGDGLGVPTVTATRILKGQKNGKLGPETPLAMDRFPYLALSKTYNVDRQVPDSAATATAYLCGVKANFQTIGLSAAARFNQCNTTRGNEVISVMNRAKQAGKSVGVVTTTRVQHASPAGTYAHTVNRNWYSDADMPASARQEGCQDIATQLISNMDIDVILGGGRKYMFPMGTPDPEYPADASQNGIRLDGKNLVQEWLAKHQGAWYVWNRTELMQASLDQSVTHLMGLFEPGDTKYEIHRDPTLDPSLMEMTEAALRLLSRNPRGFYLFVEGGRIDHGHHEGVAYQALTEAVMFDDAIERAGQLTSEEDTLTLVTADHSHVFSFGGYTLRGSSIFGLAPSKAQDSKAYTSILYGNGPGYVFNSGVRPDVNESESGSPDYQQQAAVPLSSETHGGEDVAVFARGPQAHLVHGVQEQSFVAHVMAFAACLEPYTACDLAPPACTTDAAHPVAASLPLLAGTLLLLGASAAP
# Starred values were filed as active, the others as inactive; · = no result given; & = joins results of further samples.
molecule	PfG6PD inh	SENP6 inh	ATG4B inh	NR3A LBD binder	SENP8 block	MPTP inh	SENP1 FRET inh	hIAP act
COC(=O)C1CSC(C(=O)OC)N1C(=O)CN1CC(C)OC(C)C1 (configuration not stated)	-7.6	-16.7	-3.2	1.9	21.4	2.0	4.5	0.858
COc1ccc(CN2C(=O)C(C)Nc3ncnc(N4CCN(c5ccccc5)CC4)c32)cc1 (configuration not stated)	6.9	3.9	-0.1	-1.3	-20.6&-15.7	0.7&-0.1	-9.5&-5.0	0.737
COc1ccc(S(=O)(=O)N2CCCCCC2)cc1C(=O)NCc1ccccc1Cl	3.2	-1.1	3.2	1.8	6.1	-1.2	2.3	1.34
Cc1cc(C(=O)NC2CC(C)(C)Cc3c2cnn3-c2ccc(F)cc2)nn1C (configuration not stated)	-8.4	5.0	-4.6	-3.2	-6.4	-0.1	1.7	1.07
COC(=O)c1c(C)nc(C)c(C(=O)OC)c1-c1cccs1	-9.7	-18.7	2.4	-0.4	2.0	8.8	1.7	0.991
Oc1nc(Nc2ccc(Cl)cc2Cl)sc1/C=C1\C=Nc2ccccc21	-9.6	-2.1	78.3*	23.4*	9.9	95.5*	-42.2	1.22
N#Cc1ccc(/C=C/C(=O)c2ccccc2)cc1	20.0	-2.2	-5.2	12.1*	11.1	0.2	0.8	0.83
O=S(=O)(Nc1ccc(-n2cnnn2)cc1)c1cccc(Cl)c1	1.7	-10.6	-4.0	-4.9	-1.6	-1.2	2.2	1.02
CC(OC(=O)CCN=C1NS(=O)(=O)c2ccccc21)C(=O)N(C)c1ccccc1 (configuration not stated)	6.6	-15.8	-0.2	3.0	3.8	0.9	1.2	0.959
COc1ccc(C(=O)NNC(=O)C(=O)Nc2ccc(C)c(Cl)c2)cc1	-2.6	-8.1	-6.9	8.7	-9.8	11.4	0.8	1.79
Cc1cccc2c(CC(=O)O)noc12	-14.8	-31.0	4.9	-2.3	12.8	0.8	2.3	0.896
O=C(c1ccccc1NS(=O)(=O)c1cccc(C(F)(F)F)c1)N1CCc2ccccc21	-19.9	0.0	-4.8	-7.7	20.4	29.3	-0.7	0.867
Cc1c(NC(=O)COC(=O)/C=C/c2ccc(Cl)cc2)c(=O)n(-c2ccccc2)n1C	-10.0	-12.5	0.9	-2.0	19.2	-0.3	1.0	1.01
Cc1ccsc1CNC1C2CC3CC(C2)CC1C3 (configuration not stated)	-2.6	-2.5	0.9	0.3	9.2	3.9	2.1	0.9
CCOc1cccc(NC(=O)CSc2sc3c(O)cc(=O)[nH]c3c2C#N)c1	30.5	-6.7	-6.3	-2.4	-29.7	-1.8	-4.5	1.02
O=C(O)CN1C(=O)C2(OCCO2)c2cc(Br)ccc21	0.3	-27.4	-1.6	0.9	31.6	1.9	-0.1	0.942
OCc1nc(CO)n(Cc2ccccc2)n1	-8.8	-3.8	16.8	0.9	11.3	0.6	-0.6	1.33
CCN(CC)C(=O)c1cccc2nc3ccccc3nc12	5.5	-7.1	1.8	-2.2	13.9	1.2	-11.5	0.883
NC(=O)c1cc([N+](=O)[O-])ccc1N1CCCCC1	3.5	-15.1	6.2	-1.3	22.5	-1.0	-0.7	1.02
CCOC(=O)C1=C(COc2ccccc2)NC(=O)NC1c1ccc2ccccc2c1 (configuration not stated)	5.6	-2.7	-2.6	-6.3	·	·	·	1.11

# Record cards, from the list above.
# Profile of `OCc1nc(CO)n(Cc2ccccc2)n1` = PfG6PD inh = -8.8; SENP6 inh = -3.8; ATG4B inh = 16.8; NR3A LBD binder = 0.9; SENP8 block = 11.3; MPTP inh = 0.6; SENP1 FRET inh = -0.6; hIAP act = 1.33
# Profile of `COc1ccc(C(=O)NNC(=O)C(=O)Nc2ccc(C)c(Cl)c2)cc1` = PfG6PD inh = -2.6; SENP6 inh = -8.1; ATG4B inh = -6.9; NR3A LBD binder = 8.7; SENP8 block = -9.8; MPTP inh = 11.4; SENP1 FRET inh = 0.8; hIAP act = 1.79

# (next part)
molecule	PfG6PD inh	SENP6 inh	ATG4B inh	NR3A LBD binder	SENP8 block	MPTP inh	SENP1 FRET inh	hIAP act
CCOC(=O)c1oc2c(c1C)C(=O)CCC2	-1.5	-5.3	3.5	-3.9	5.4	0.5	2.9	1.14
CC(C)CCNC(=O)CN(Cc1ccccc1)C(=O)CCC(=O)Nc1nccs1	-6.3	-5.0	3.8	-0.3	-12.9	0.2	2.1	1.09
COc1ccc(NC(=O)/C=C/c2cccc(Br)c2)cn1	20.4	8.4	-2.0	32.6*	21.8	-1.7	-8.9	0.903
COc1ccc(C)cc1S(=O)(=O)N(C)CC(=O)NCc1ccco1	-6.2	-11.9	-3.1	1.0	0.0	-2.6	-1.9	0.948
CC(C)CCOc1ccc(-c2c(=O)n(OCc3ccc([N+](=O)[O-])cc3)c3ccccc3[n+]2[O-])cc1	9.3	13.0	-4.3	-5.4	-30.3	-1.1	-79.6	0.974
CCN1C[C@@H]2[C@@H]3C(=O)N(Cc4ccccc4)C(=O)[C@@H]3[C@](CC)(C1=O)N2C(=O)c1ccccc1	0.2	·	-12.5	2.6	8.1	0.3	-1.2	·
CCSc1ccccc1C(=O)Nc1cc(C)on1	5.9	12.8	-3.5	0.8	20.1	0.6	-1.7	0.903
COc1ccc(C(=O)N2CC3(CC(c4ccc(Cl)cc4)=NO3)C[C@H]2C(=O)NCC(N)=O)cc1 (some centres not stated)	-0.1	-2.5	-5.7	-3.5	-44.3	-0.2	-1.1	1.01
O=c1c2ccccc2c(-c2cccc(C(F)(F)F)c2)nn1-c1ccccc1	16.3	6.8	12.3	0.8	-14.9	1.9	0.0	0.826
Cc1cc(C(=O)NCc2cccs2)c(C)o1	12.6	-1.6	4.1	0.3	1.6	30.6	-2.9	0.982
C/C(=N\NC(=S)Nc1c(C)cccc1C)c1ccc(OC(F)F)cc1	7.7	-1.7	-11.8	-3.6	15.0	4.7	-0.8	1.12
Cc1noc(C)c1S(=O)(=O)N1CCCCC1	-22.1	16.7	21.6	-1.3	21.9	-1.2	1.4	1.11
CC(C)C[C@H](N)c1nnc(S(=O)(=O)Cc2ccc(F)cc2)o1	-2.8	-19.1	-6.8	1.0	19.9	46.0	-0.1	1.05
CCN(CC)S(=O)(=O)c1ccc2c(c1)nc(SCn1nnc3ccccc3c1=O)n2CC	0.6	-18.5	-1.3	1.6	23.2	2.6	0.4	1.12
O=C(Nc1ccc(Cl)c(S(=O)(=O)N2CCOCC2)c1)C1=NN(c2ccccc2)C(=O)CC1	10.6	-12.9	-6.9	1.8	-17.9	-0.8	-0.1	1.07
O=C(NCCC1=CCCCC1)C1CCN(S(=O)(=O)c2ccc(Br)s2)CC1	12.1	-0.2	9.6	-6.0	14.1	8.5	0.4	0.93
CC(=O)c1ccc(OCc2ccccc2)c(C)c1O	2.5	4.7	-0.6	3.0	1.2	-1.1	1.6	0.933
O=C(COC(=O)c1cccc(S(=O)(=O)Nc2ccc(F)cc2)c1)NCCN1C(=O)CSC1=O	-0.3	-10.9	-6.5	-0.4	5.1	1.7	2.8	1.11
NC(=O)c1ccccc1OCCOc1ccc(Br)cc1	2.6	-2.7	0.8	-0.1	5.8	0.2	-1.1	0.989
CCOC(=O)c1nnn2c1nc(SCC(C)=O)c1ccccc12	-1.5	-10.5	5.5	-2.5	-48.1	1.0	1.1	1.1
C/C(=N/NC(=O)CCc1c(C)n[nH]c1C)c1cccc([N+](=O)[O-])c1	0.7	-8.3	-2.9	2.2	14.5	2.1	2.1	0.995
O=C(c1ccccc1)c1ccc(OCC(O)CN2CCCC2)cc1 (configuration not stated)	10.7	-13.1	1.8	0.9	11.3	-0.5	2.4	0.888
Cc1cc(Br)ccc1SCC(=O)NCC(c1ccco1)N1CCCCC1 (configuration not stated)	14.8	-1.4	1.9	1.2	5.8	0.4	-1.8	0.913
COc1ccc(NC(=S)NNC(=S)Nc2cccc(C(F)(F)F)c2)cc1	22.9	-22.6	-5.8	33.6*	16.4	68.6*	2.5	0.845
CN(CC(=O)Nc1ccc(F)cc1)C(=O)COC(=O)/C=C/c1ccc(OC(F)F)cc1	7.4	-27.7	-6.8	-0.4	1.5	0.8	0.7	1.17
COc1ccc(C(=O)Nc2cc(C)ccc2NC(=O)COc2ccccc2)cc1	-15.8	10.2	-15.2	-0.9	5.9	-2.7	0.6	0.824
O=C(CNC(=O)C1CCCCC1)NNC(=O)c1ccccc1Br	1.5	-4.6	1.1	1.0	8.9	-0.5	2.7	1.04
Cc1ccc(C(=O)Nc2nnn(C)n2)cc1	-6.3	-27.7	7.5	1.4	10.8	0.1	1.8	0.976
Cc1cc(C(=O)N/N=C/c2cccc([N+](=O)[O-])c2)c(C)n1-c1ccccc1	59.7*	-0.2	2.5	-28.0	31.1	1.9	1.2	0.896
COc1ccc(N2CCN(CCNC(=O)CCN3C(=O)COc4ccccc43)CC2)cc1	19.5	-5.9	-7.0	2.0	14.8	1.4	3.2	0.936
O=C(Nc1ccccc1Sc1ccccc1)C1CCCO1 (configuration not stated)	1.1	-17.9	-3.0	1.5	2.5	0.3	0.7	1.08
COc1ccc(/C=C/C(=O)Nc2cccc(S(=O)(=O)NC3=NCCCCC3)c2)c(OC)c1	1.0	-7.9	-12.2	-5.1	-287.5	-0.7	1.0	0.888
CCn1nc(C(=O)NNS(=O)(=O)c2ccc(C)cc2)c2ccccc2c1=O	-20.8	2.2	-3.2	-1.0	4.6	0.3	-0.7	1.16
COC(=O)c1cc(NC(=O)CN(C)Cc2ccccc2)cc(C(=O)OC)c1	-8.5	-14.0	5.7	0.9	-348.5	1.8	0.6	0.847
COC(=O)c1cc(C(=O)OCC(=O)c2ccc3c(c2)NC(=O)CO3)cc([N+](=O)[O-])c1	-4.4	-13.1	1.2	-7.5	-1.8	0.0	-1.3	1.07
NC(N)=NS(=O)(=O)c1ccc(NC(=S)NC(=O)/C=C/c2ccco2)cc1	5.1	-11.7	2.4	-6.5	10.1	0.6	-0.2	1.02
C[C@]12C(=O)N(c3cccc(F)c3)C(=O)N1[C@@H]1c3ccccc3OC[C@@H]1[C@H]2c1ccccc1	3.0	-15.0	16.9	-2.1	13.2	-2.1	1.9	1.09
Cc1[nH]nc(N=CC2=C(O)CC(C)(C)CC2=O)c1-c1ccccc1	12.0&7.3	-3.7	-11.2&-4.7	0.9&-3.1	-358.4	1.0&0.6	2.3&0.8	0.988
Oc1ccc(Cl)cc1C1=NCCNC(C(F)(F)C(F)F)=C1	-4.3	6.7	-6.5	2.4	16.5	3.2	3.9	0.985
CN(C)c1cc[n+](CC(=O)Nc2ccc(Oc3ccccc3)cc2)cc1	12.7	-27.3	2.9	-0.9	12.7	70.4*	1.6	0.961
COc1ccc(CN(CC(=O)NCc2ccco2)C(=O)CNS(=O)(=O)c2ccc(C)cc2)cc1	-19.7	-5.8	-4.3	4.0	15.0	2.0	-0.6	0.993
O=c1c2ccccc2nc(/C=C/c2c[nH]c3ccccc23)n1-c1ccc([N+](=O)[O-])cc1	-10.6	8.4	57.0*	25.9*	27.7	2.6	-17.7	1.1
CCCCCC(C)NC(=O)CN1C(=O)NC(C)(c2ccc3ccccc3c2)C1=O (configuration not stated)	15.6	8.3	-14.0	0.1	-5.7	2.1	-16.4	1.26
CN=C1CC(C)(C)CC(=O)/C1=C(/O)CCC(=O)NC	-7.0	-5.8	-6.3	-2.2	4.1	-1.7	-1.0	1.04
COC(=O)c1cc(NS(=O)(=O)c2ccc(N3CCOCC3)c(N)c2)cc(C(=O)OC)c1	-21.0	4.7	-1.9	-0.1	-12.0	0.0	1.1	1.02
O=S(=O)(c1ccccc1)N1CCN(c2nc(-c3cccnc3)nc3ccccc23)CC1	-14.2	-30.9	-8.9	-0.6	-36.9	-0.9	-1.0	1.01

# Screening data: PubChem BioAssay, Sanford-Burnham Center for Chemical Genomics
